Screens (PubChem)
IMPase Li cell: IMPase inhibition in cells with lithium potentiation. Potency, µM (titrated, usually from 59.4 µM), for the others: at the top dose activity, negative = IMPase inhibition, hits mostly inhibitors. CHO-M1 cells, IP1 TR-FRET (IP-One), carbachol + lithium. 210,000 tested, 0.35% active. AID 1457;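 note: IP1 builds up when IMPase is blocked and the TR-FRET signal falls; potency is the fitted concentration of half-maximal effect; plate controls were basal vehicle for no effect and high inhibitor control for full effect; nearly all actives have a fitted effect of over 50% in size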
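Concentration–response in CHO-M1 cells, lithium-potentiated; 30 min at 37C. IP1 detected by competitive TR-FRET after 10 min lysis at RT. Hill-fitted AC50.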
HttQ103 aggreg: inhibitors of mutant huntingtin aggregate formation in PC12 cells. PC12 HttQ103-GFP aggregates, Acumen cytometry, 40 h. 220,000 tested, 1.1% active. Potency, µM (top dose mostly 46.1 µM), inactives show top-dose activity change, negative = inhibition, most hits filed as inhibitors; note: potency is the fitted concentration of half-maximal effect; % is set by controls: 0 for no effect and ±100 for the full control effect; nearly all actives have a fitted effect of over 60% in size
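Steps: seed 1500 PC12 HTTQ103-GFP cells/well; add tebufenozide, 100 nM final; add compound titration; add ATPLite reagent; quantify GFP aggregates by laser scanning cytometry.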
KinaseGlo FLuc: blocks Kinase-Glo luciferase, a counter-screen artifact | Q27757 | Kinase-Glo luciferase, ATP luminescence, 8 min | Potency, µM (titrated, usually from 38.3 µM), without a hit: at the highest dose activity change, negative = inhibition, most hits filed as inhibitors | 200,000 tested, 0.28% active | AID 1379; note: potency is the fitted concentration of half-maximal effect; % is set by controls: 0 for no effect and ±100 for the full control effect; nearly all actives have a fitted effect of over 60% in size
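Substrate mix (final 50 mM imidazole pH 7.2, 50 mM KCl, 7 mM MgCl2, 10 uM ATP, 0.01% Tween 20, 0.05% BSA) plus pin-tool compound, then Kinase-Glo detection mix; 8 min ambient, luminescence read.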
Epigenetic reg: epigenetic control regulation, reporter derepression | murine LDR cells, GFP reporter derepression, 30 h | Potency, µM (top dose mostly 53.9 µM), inactives show at the top dose GFP activation, usual class: activators | 280,000 tested, 0.2% active | AID 1865; note: potency is the fitted concentration of half-maximal effect; % of control where 0% means no effect; nearly all actives have a fitted effect of over 60% in size
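Reporter derepression read as number of fluorescent GFP-positive objects, 20-120 um in size, counted by laser-scanning cytometer. Mouse LDR line with an epigenetically silenced CMV-GFP locus; compound incubation 30 h, 37 C.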
CBFb RUNX1 block: inhibitors of human CBF-beta and RUNX1 interaction | 230,000 tested, under 10 active | AlphaScreen CBFb-His/RUNX1-biotin binding, biochemical | AID 1477 | Potency, µM (highest dose often 59.8 µM), for inactives: top-dose activity, negative = inhibition, actives largely listed as inhibitors; note: % of control where 0% means no effect
Target sequence (Q01196 whole entry, looked up): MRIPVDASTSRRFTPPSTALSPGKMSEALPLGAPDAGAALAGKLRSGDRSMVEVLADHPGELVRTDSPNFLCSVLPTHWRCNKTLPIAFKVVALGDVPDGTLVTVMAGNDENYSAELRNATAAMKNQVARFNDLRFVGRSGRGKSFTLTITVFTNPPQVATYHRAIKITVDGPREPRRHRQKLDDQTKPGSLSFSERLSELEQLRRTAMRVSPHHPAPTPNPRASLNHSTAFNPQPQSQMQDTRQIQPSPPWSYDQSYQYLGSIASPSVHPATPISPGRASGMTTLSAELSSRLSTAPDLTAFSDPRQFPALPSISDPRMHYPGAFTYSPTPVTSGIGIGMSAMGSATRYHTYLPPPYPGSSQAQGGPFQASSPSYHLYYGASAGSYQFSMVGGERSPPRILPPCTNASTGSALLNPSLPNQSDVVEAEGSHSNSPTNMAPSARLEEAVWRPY
Target sequence (Q13951 whole entry, looked up): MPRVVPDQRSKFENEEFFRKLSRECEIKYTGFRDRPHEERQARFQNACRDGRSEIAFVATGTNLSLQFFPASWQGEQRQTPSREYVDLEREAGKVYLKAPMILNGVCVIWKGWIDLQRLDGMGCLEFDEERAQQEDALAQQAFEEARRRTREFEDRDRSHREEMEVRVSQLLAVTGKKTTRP
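Bead-based AlphaScreen assay; binding partners His-tagged CBF-beta and biotinylated RUNX1 at 30 nM each. Compound exposure 15 min after a 20-min protein preincubation; bead step 90 min; all steps at room temperature.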
LMNA splice mod: changes lamin A minigene splicing in HeLa cells; HeLa LMNA splicing GFP/RFP minigene ratio, 48 h; Potency, µM (top dose mostly 46.1 µM), inactives show at the highest dose ratio change, negative = inhibition, most hits filed as inhibitors; 200,000 tested, 0.01% active; AID 1487; active = well fitted inhibition curve with a large enough effect in the signal ratio, with a control signal flat, not every such curve was filed as active; inconclusive = small, poorly fitted or top-dose-only effect, or effect the other way, or a change in a side signal; the % refers to the signal ratio; note: potency is the fitted concentration of half-maximal effect; % is set by controls: 0 for no effect and ±100 for the full control effect
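Read-out is the ratio of GFP to DsRed2 object intensity, acquired by 488 nm laser-scanning cytometry on HeLa lamin A-EGFP minigene reporter cells. Compound incubation 48 hrs at 37 °C in Opti-MEM with 2% FBS; DMSO 0.5% final.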
NPSR antagonist: neuropeptide S receptor (human) antagonism, cAMP | AID 1461 | CHO-NPSR cells, cAMP TR-FRET, antagonist mode | Potency, µM (top dose mostly 38.3 µM), inactives show at the highest dose activity change, negative = inhibition, most hits filed as inhibitors | 220,000 tested, 1% active | Q6W5P4; note: potency is the fitted concentration of half-maximal effect; % is set by controls: 0 for no effect and ±100 for the full control effect; nearly all actives have a fitted effect of over 50% in size; many of its hits are not listed in these tables
Target sequence (Q6W5P4 whole entry, looked up): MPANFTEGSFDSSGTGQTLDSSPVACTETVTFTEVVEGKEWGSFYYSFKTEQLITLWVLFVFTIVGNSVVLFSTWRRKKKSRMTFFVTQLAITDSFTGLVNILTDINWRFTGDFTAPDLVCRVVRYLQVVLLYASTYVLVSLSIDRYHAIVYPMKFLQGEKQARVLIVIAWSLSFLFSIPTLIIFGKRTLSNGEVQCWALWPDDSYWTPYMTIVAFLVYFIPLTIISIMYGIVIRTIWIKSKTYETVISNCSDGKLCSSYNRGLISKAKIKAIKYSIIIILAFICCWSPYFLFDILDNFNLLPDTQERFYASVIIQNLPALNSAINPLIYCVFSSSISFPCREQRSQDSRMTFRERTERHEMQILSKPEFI
Starred values were filed as active, the others as inactive; u = inconclusive; x = no result given; & = joins results of further samples; [ ] = dose if it differs, or a comment. Unless noted, calls come from the whole dose curve; as a rule, active = well fitted curve in the direction sought with a large enough effect; inconclusive = small, poorly fitted or top-dose-only effect, or another doubt; inactive = no such curve, though single readings can be large; an effect the other way counts as inactive or inconclusive. Only part of the results is shown; the hit share may differ from the screen's.

SMILES	IMPase Li cell	HttQ103 aggreg	KinaseGlo FLuc	Epigenetic reg	CBFb RUNX1 block	LMNA splice mod	NPSR antagonist
O=C(CSc1nnnn1-c1ccc(O)cc1)c1ccc(F)cc1	x	-13%[9.22 µM]	x	-1.4%	-9%	x	9%
COC(=O)C1(Cc2ccc(O)c(CC3OC3(C)C)c2)OC(=O)C(O)=C1c1ccc(O)cc1 (stereo not drawn)	x	-15%[9.22 µM]	x	1.3%	-10%	x	-1%
Cc1cc(C)cc(NC(=O)c2ccc(CNc3c(N4CCOCC4)c(=O)c3=O)cc2)c1	-9%[38.3 µM]	2%	0%	0.7%	-4%	1%	-21%[46.1 µM]
CCOC(=O)c1c(NC(=O)C2CCCCC2C(=O)O)sc2c1CCCCC2 (stereo not drawn)	-7%	u	-2%	-0.1%	5%	x	-30%
CC1CCCCC12NC(=O)N(CC(=O)NC(=O)Nc1ccc3c(c1)OCCO3)C2=O (stereo not drawn)	1%[38.3 µM]	1%	-3%	-1.3%	6%	-3%	-9%[46.1 µM]
COc1ccc(O)c(/C=N/NC(=O)c2cc(=O)[nH]c3ccccc23)c1	x	-3%[9.22 µM]	x	-1.0%	x	x	16%
Cc1ccc2c(c1)c(CC(=O)Nc1ccc(C)c(F)c1)c(C(=O)O)n2C	33%[38.3 µM]	-10%	-1%	0.0%&-0.8%	-10%	u	-13%[46.1 µM]
CC(C)NC(=O)c1ccc(Cl)cc1Cl	-6%	x	-1%	0.0%	1%	x	13%
CCOc1ccc(-n2c(=O)c3c4c(sc3n(CC(=O)NCC3CCCO3)c2=O)CCC4)cc1 (stereo not drawn)	-5%	7%	12%	0.0%	5%	x	-8%
CCOC(=O)c1nnn(CC(=O)NC(=O)Nc2cccc(CC)c2)c1C(=O)OCC	-7%	-6%	5%	8.0%&-2.3%	12%	x	-26%
O=C(N/N=C/c1ccc([N+](=O)[O-])o1)C(=O)Nc1ccc(C(=O)O)cc1	x	-12%[9.22 µM]	x	1.3%	1%	x	23%
CN(C)S(=O)(=O)c1ccc(Cl)c(NC(=O)COC(=O)/C=C/c2ccc(S(=O)(=O)N3CCOCC3)cc2)c1	-2%	12%	4%	-1.9%	-1%	-7%	2%
NC(=O)c1c(NC(=O)c2ccncc2)sc2c1CCCC2	12%	-19%	-2%	-2.2%	-5%	u	8%
CC(C)(C)NC(=O)COc1ccc(CNn2nnnc2N)cc1	12%[38.3 µM]	11%	3%	-6.3%	6%	7%	6%[46.1 µM]
COc1cc2[nH]c(C(=O)NN)c(N)c2cc1OC	x	3%[9.22 µM]	x	1.9%	-15%	x	u
CCCCCn1c(=O)[nH]c2cc(C(=O)NCCCN(CC)CC)ccc2c1=O	3%[38.3 µM]	13%	-4%	0.2%	7%	0%	-1%[46.1 µM]
Cc1ccc(NC(=S)Nc2cccnc2)c(S(=O)(=O)N2CCCCC2)c1	3%	-11%	1%	-1.8%	2%	x	-14%
COC(=O)CCC(=O)Nc1cc(S(=O)(=O)Nc2ccc(Cl)cc2)ccc1N1CCOCC1	-4%	4%	1%	0.0%	8%	-4%	20%
O=C(O)C1C2CCCCC2=C2CCCCC2C1C(=O)O (stereo not drawn)	1%[38.3 µM]	12%	-3%	-4.2%	3%	7%	5%[46.1 µM]
Cc1ccccc1NC(=O)C1c2ccccc2Oc2ccccc21	9%	u	1%	-0.9%	-3%	-7%	25%

Entries of single compounds, looked up by structure. Values in the order: IMPase Li cell, HttQ103 aggreg, KinaseGlo FLuc, Epigenetic reg, CBFb RUNX1 block, LMNA splice mod, NPSR antagonist
CCCCCn1c(=O)[nH]c2cc(C(=O)NCCCN(CC)CC)ccc2c1=O reads 3%[38.3 µM], 13%, -4%, 0.2%, 7%, 0%, -1%[46.1 µM]
CC(C)(C)NC(=O)COc1ccc(CNn2nnnc2N)cc1 reads 12%[38.3 µM], 11%, 3%, -6.3%, 6%, 7%, 6%[46.1 µM]
CN(C)S(=O)(=O)c1ccc(Cl)c(NC(=O)COC(=O)/C=C/c2ccc(S(=O)(=O)N3CCOCC3)cc2)c1 reads -2%, 12%, 4%, -1.9%, -1%, -7%, 2%

More structures.
SMILES	IMPase Li cell	HttQ103 aggreg	KinaseGlo FLuc	Epigenetic reg	CBFb RUNX1 block	LMNA splice mod	NPSR antagonist
COc1ccc(S(=O)(=O)N2CCCC(C(=O)Nc3cccc(C(C)=O)c3)C2)cc1 (stereo not drawn)	27%[38.3 µM]	-14%	3%	-1.0%	1%	-10%	-20%[46.1 µM]
O=C(Nc1ccc(Cl)c(-c2nc3ccccc3[nH]2)c1)c1cccnc1	5%[38.3 µM]	u	-2%	1.3%	9%	-16%	7%[46.1 µM]
O=C(COC(=O)c1cc(-c2cccs2)nc2ccccc12)NCc1ccco1	7.9µM*	12%[9.22 µM]	11%	13%	2%	u	-20%[46.1 µM]
O=C(Cc1c(F)cccc1Cl)Nc1ccc(S(=O)(=O)NCC2CCCO2)cc1 (stereo not drawn)	-6%	28%[9.22 µM]	2%	-2.6%	-5%	x	9%
CC[n+]1c(/C=C(\C)Nc2ccccc2)sc2ccccc21	17%	-7%	-2%	1.1%	-8%	3%	4%
Cn1c(S(=O)(=O)c2ccc([N+](=O)[O-])cc2)nc(Br)c1Br	x	-17%[9.22 µM]	x	-5.0%	0%	x	58%
Cc1ccc2nc(NCC(=O)NN)nc(-c3ccccc3)c2c1	x	14%[9.22 µM]	x	-0.5%	19%	x	20%
CCOC(=O)C1CCN(C(=O)Nc2cccc(OC)c2)CC1	x	-7%[9.22 µM]	x	0.0%	5%	x	9%
COc1cc(OC)cc(N(C(=O)CNC(=O)c2cccs2)C(C(=O)NCC2CCCO2)c2ccc(OC)c(OC)c2)c1 (stereo not drawn)	-2%	-5%[9.22 µM]	2%	-3.5%	-4%	-3%[46 µM]	-4%
Oc1cccc2ccc[n+](CC(O)Cn3c4ccccc4c4ccccc43)c12 (stereo not drawn)	21%	4%	-2%	0.0%	-1%	u	-12%[46.1 µM]
Clc1ccc(CSc2nnc(CNc3cccc(Cl)c3)o2)cc1	43%[activator][38.3 µM]	-11%	18%	2.2%	17%	u	-23%[46.1 µM]
O=C(COc1ccccc1)NN1C(=O)CSC1=S	-5%	13%	0%	-2.1%	-6%	10%[9.22 µM]	7%
O=C(CCC(=O)N(c1ccc(F)cc1)C(C(=O)NC1CCCC1)c1ccncc1)Nc1cccnc1 (stereo not drawn)	5%	-6%	1%	0.0%	6%	-8%	1%[46.1 µM]
COc1ccccc1-c1cc(C(=O)N2CCN(c3ccc(F)cc3)CC2)no1	3%[38.3 µM]	1%	2%	-0.9%	-2%	11%	u
O=C(Oc1ccc(Cl)c2cccnc12)N1CCCCC1	0%[38.3 µM]	-4%[9.22 µM]	1%	0.7%	0%	8%	-1%[46.1 µM]
N#Cc1c(N)nc(SCC(=O)C23CC4CC(CC(C4)C2)C3)c(C#N)c1-c1ccc(Cl)cc1	3.5µM*	21%	1%	10%	4%	4%	3.2µM*
Cc1ccc(O)c(-c2cc(C(F)(F)C(F)F)[nH]n2)c1	12%[38.3 µM]	u	-2%	0.3%	-2%	-9%	-10%[7.67 µM]
CCCS(=O)(=O)C(=C1NCCO1)S(=O)(=O)CCC	-2%[38.3 µM]	27%	-3%	-1.0%	-10%	-5%	19%[46.1 µM]
CCOc1cc(CNCCc2ccc(S(N)(=O)=O)cc2)ccc1OCC(=O)NC(C)(C)C	3%[38.3 µM]	-14%	-1%	-0.7%	5%	2%	-21%[46.1 µM]
COc1cc2c(cc1NC(=O)C(C)Sc1cccc[n+]1[O-])oc1ccccc12 (stereo not drawn)	3%	-17%	2%	1.0%	-1%	u	-14%
c1ccc2c(c1)nc(NC1CCCCC1)c1nncn12	9%	-8%	3%	0.0%	3%	-2%	0%
O=C(CCNC(=O)c1ccccc1Cl)Nc1nc(-c2ccc3ccccc3c2)cs1	4%	-2%	-4%	0.0%	0%	6%	-28%
COc1ccc(OCC(=O)N2CCN(c3nnc(-c4ccccc4)c4ccccc34)CC2)cc1	7%[38.3 µM]	u	-1%	-1.8%	-3%	u	u
COc1cccc(N2C(=O)Nc3ccccc3C2(O)C(=O)NCc2ccc3c(c2)OCO3)c1 (stereo not drawn)	13%[38.3 µM]	2%	3%	0.0%	-4%	-7%	-14%[46.1 µM]
COc1ccccc1N1CCN(C(=O)c2oc3ccc(Br)cc3c2C)CC1	19%	4%	-1%	-1.0%	8%	-20%	-23%
O=C(NC1CCCCC1)C(c1cccs1)N(Cc1cccs1)C(=O)c1ccco1 (stereo not drawn)	22%[38.3 µM]	-7%	4%	-1.2%	0%	8%	u
CCOC(=O)CSc1nc2ccccc2n1CC(=O)NC(C)(C)C	-2%[38.3 µM]	19%	-3%	1.9%	2%	-6%	-3%[46.1 µM]
CCn1c(C)nc2cc(C(=O)NNS(=O)(=O)c3cc(Br)ccc3Br)ccc21	x	-11%[9.22 µM]	x	-1.6%	-2%	x	13%
CCN1CCN(c2ccc(S(=O)(=O)N3CCCC3)cn2)CC1	24%	9%	4%	-0.2%	12%	-3%[46 µM]	15%
COc1nc2c(C)cccc2cc1-c1noc(-c2ccncc2)n1	x	-8%	x	-2.9%	14%	3%	5%[46.1 µM]
COc1cccc(NC(=O)CN2CCN(S(=O)(=O)c3ccc(F)cc3)CC2)c1	31%[activator][38.3 µM]	32%	-2%	0.0%	-18%	-4%	-6%[46.1 µM]
O=C(COc1ccc(Br)cc1)Nc1ccncc1	13%[38.3 µM]	-4%	0%	-2.0%	-3%	-14%	-6%[46.1 µM]
CC(=O)N1CCC(=NNc2ccnc3cc(Cl)ccc23)CC1	8%	19%	1%	-1.1%	-18%	-5%[9.22 µM]	-13%
Cc1cc(C)n2nc(-c3ccsc3-n3c(C)ccc3C)cc2n1	-5%[38.3 µM]	23%	7%	-1.9%	-8%	u	-12%[46.1 µM]
O=C(N/N=C/c1cccc([N+](=O)[O-])c1)c1cc(-c2ccccc2)nc2ccccc12	11%	3%	-5%	1.9%	3%	-4%	-8%
Cc1nnc(NC(=O)C2COc3ccccc3O2)s1 (stereo not drawn)	-4%[38.3 µM]	-4%	-1%	-2.4%	0%	-5%	u
Cc1ccc(OCC(=O)N(C)CC(=O)Nc2ccc(F)cc2)c([N+](=O)[O-])n1	-1%	-13%	-1%	0.3%	6%	-7%	9%
O=C(COC(=O)c1c2c(nc3ccccc13)/C(=C\c1cccs1)CCC2)Nc1ccccc1Cl	-4%	5%	-1%	0.1%	29%	u	-19%
Brc1ccc(-c2csc(-c3ccncc3)n2)cc1	0%	-4%	3%	2.1%	6%	u	-7%
